Assay outcomes deposited in PubChem BioAssay by several laboratories.
HUVEC inhibit = human endothelial cell proliferation inhibition; 86,000 tested, 1.1% active; HUVEC proliferation, CellTiter-Glo luminescence, 72 h; stronger effect = lower value; viability, % at 10 µM (by protocol);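 active means viability at or below 30%; inactive means viability above 30%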;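 further: 100% = median luminescence of DMSO-only cell control wells on each plate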
H69AR growth 86K = blocks growth of human H69AR lung tumor cells; H69AR lung tumor viability, ATP luminescence, 72 h; stronger effect = lower value; viability, % at 10 µM; 85,000 tested, 6% active; AID 598;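 active means viability at or below 40%; inactive means viability above 40%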;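 further: multidrug resistant small cell line overexpressing MRP-1 efflux transporter; 100% = mean luminescence of untreated control wells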
ERa coact inh = ER-alpha (human) coactivator binding inhibition; AID 629; TR-FRET ER-alpha LBD / SRC-1 peptide, estradiol-bound; 86,000 tested, 1.7% active; inhibition, % at 25.6 µM; in the data active means inhibition above about 50%;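 further: 0% = receptor plus peptide control and 100% = peptide only without receptor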
ERa SRC1 pot = enhances coactivator binding to human estrogen receptor alpha; P03372; TR-FRET ERalpha-LBD/SRC-Cy5 coactivator binding, 2 h; 100 = basal binding, no effect; coactivator binding (% of control), % at 25.6 µM; 86,000 tested, 1.3% active; AID 639; in the data active means activity above about 200%;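 further: binding measured in presence of low estradiol as agonist stimulus; 0% = peptide alone without receptor and 100% = receptor with peptide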
Mac1 fbg enh = enhancers of human CD11b/CD18 binding to fibrinogen. 93,000 tested, 0.07% active. activation, % at 10 µM. P05107+P11215. K562 CD11b/CD18 adhesion to fibrinogen, ATPlite luminescence;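 active means 10 µM primary screen giving 50% or more activity, confirmed by 40% or more on retest at that dose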; further: strong numbers were not always called active
Target sequence (P05107 whole entry, looked up, other chains not shown): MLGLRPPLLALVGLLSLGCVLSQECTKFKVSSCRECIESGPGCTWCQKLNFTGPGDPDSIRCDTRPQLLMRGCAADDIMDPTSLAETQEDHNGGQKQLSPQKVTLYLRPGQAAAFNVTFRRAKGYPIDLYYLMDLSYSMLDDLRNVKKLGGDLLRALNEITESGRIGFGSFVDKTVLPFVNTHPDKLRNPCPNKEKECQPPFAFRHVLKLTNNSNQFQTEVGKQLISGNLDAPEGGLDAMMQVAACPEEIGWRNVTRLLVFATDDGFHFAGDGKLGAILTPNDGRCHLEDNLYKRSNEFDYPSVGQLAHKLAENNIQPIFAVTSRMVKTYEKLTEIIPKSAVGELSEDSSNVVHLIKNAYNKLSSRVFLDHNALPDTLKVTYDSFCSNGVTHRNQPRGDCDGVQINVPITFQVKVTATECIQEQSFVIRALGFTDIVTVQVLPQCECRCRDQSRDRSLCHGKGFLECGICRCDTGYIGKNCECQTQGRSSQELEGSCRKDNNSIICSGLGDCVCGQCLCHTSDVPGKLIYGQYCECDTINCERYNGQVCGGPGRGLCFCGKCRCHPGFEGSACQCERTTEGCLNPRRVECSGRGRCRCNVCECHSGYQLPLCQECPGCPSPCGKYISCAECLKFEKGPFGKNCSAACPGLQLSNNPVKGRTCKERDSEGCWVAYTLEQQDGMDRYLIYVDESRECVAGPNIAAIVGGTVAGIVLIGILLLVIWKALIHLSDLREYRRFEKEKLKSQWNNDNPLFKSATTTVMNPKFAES
CYP2C19 activ = activators of human cytochrome P450 2C19; activation factor at 5 µM; AID 1025; 96,000 tested, under 10 active; recombinant CYP2C19, luciferin-H EGE luminescence; stronger effect = higher value; 0 = fully inhibited enzyme, 1 = untreated enzyme; P33261;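 active means activation factor of at least 2 at 5 µM in the primary screen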;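 further: 0 = wells with 2.5 mM tranylcypromine and 1 = vehicle-only wells; values of inactives mirror those of a sister screen read the other way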
Lung fibro prol = blocks proliferation of human lung fibroblasts. LL 47 human lung fibroblast viability, ATP luminescence; stronger effect = lower value. viability, % at 10 µM. 85,000 tested, 1.1% active;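 active means viability at or below 50% in the single dose screen; inactive means viability above 50%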;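 further: compound exposure lasted 72 h before the ATP readout; 100% = median luminescence of untreated cell-only wells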
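Material: Human LL 47 lung fibroblast cells | Input: 1,150 cells/well | Buffer or medium: IMEM plus 15% FBS | Compound dosing: 0.1% DMSO in all compound wells | Times: Overnight cell rest, 72 h compound treatment at 37 °C | Signal: CellTiter-Glo luminescence measuring cellular ATP | Measure: % viability versus median cells-only luminescence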
CYP2C19 inh = inhibitors of human CYP2C19; 96,000 tested, 21% active; AID 778; inhibition, % at 5 µM; CYP2C19 Supersomes, luciferin-H EGE luminescence, 30 min; P33261;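 active means CYP2C19 inhibition above a set limit at 5 µM in the primary screen, cut at about 50% in these data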;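 further: plate controls were negative control wells for no effect and 2.5 mM tranylcypromine positive control for full effect; values of inactives mirror those of a sister screen read the other way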
Mac1 fbg inh = inhibitors of human CD11b/CD18 binding to fibrinogen | K562 CD11b/CD18 adhesion to fibrinogen, ATPlite luminescence; Mn2+ added to activate the integrin | P05107+P11215 | inhibition, % at 10 µM | 93,000 tested, 0.54% active;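 active means primary inhibition of 50% or more at 10 µM, then 40% or more on retest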; further: some results filed as inactive read as strong as hits
* hit, by the source's call; [ ] = dose if it differs, or a comment. This is a random part of the collection (roughly 26% active in at least one column).

Screening Clc1cccc(CNc2nnnn2-c2ccccc2)c1 returned HUVEC inhibit 104.4, H69AR growth 86K 96.2, ERa coact inh 1.5, ERa SRC1 pot 100.0, Mac1 fbg enh -3.2, CYP2C19 activ 0.9, Lung fibro prol 93.4, CYP2C19 inh 11.8 and Mac1 fbg inh 0.9.
`CCOc1cc(S(=O)(=O)NC2CCCCCC2)ccc1F` gave HUVEC inhibit 92.7, H69AR growth 86K 90.3, ERa coact inh -15.9, ERa SRC1 pot 95.8, Mac1 fbg enh -3.4, CYP2C19 activ 0.7, Lung fibro prol 94.0, CYP2C19 inh 34.6 and Mac1 fbg inh 35.6.
Screening CCOC(=O)C(CC)Sc1nc2c(cnn2-c2ccccc2)c(=O)[nH]1 (stereo not drawn) returned HUVEC inhibit 83.0, H69AR growth 86K 45.7, ERa coact inh -5.1, ERa SRC1 pot 107.4, Mac1 fbg enh -0.4, CYP2C19 activ 0.9, Lung fibro prol 92.4, CYP2C19 inh 13.5 and Mac1 fbg inh -1.4.
`COc1cc(OC)cc(-n2c3nc4ccccc4nc3c3c(=O)n(CC4CCCO4)cnc32)c1` (stereo not drawn) gave HUVEC inhibit 82.2, H69AR growth 86K 51.7, ERa coact inh 57.4*[fluorescence artefact?], ERa SRC1 pot 124.3[fluorescence artefact?], Mac1 fbg enh 81.3, CYP2C19 activ 0.9, Lung fibro prol 98.2, CYP2C19 inh 9.3 and Mac1 fbg inh -8.4.
`O=C1NC2NC(=O)N(C(Cc3ccccc3)C(=O)O)C2N1` (stereo not drawn) gave HUVEC inhibit 99.5, H69AR growth 86K 97.7, ERa coact inh -3.0, ERa SRC1 pot 104.1, Mac1 fbg enh -6.9, CYP2C19 activ 0.7, Lung fibro prol 92.6, CYP2C19 inh 30.5 and Mac1 fbg inh -7.0.
Cc1cccc(NC(=S)NC(=O)CCc2ccccc2)c1C was read as Mac1 fbg enh -2.9, CYP2C19 activ 0.9, CYP2C19 inh 13.3 and Mac1 fbg inh 46.2.
Screening CCOC(=O)Nc1ccc(NC(=O)OCC)cc1 returned HUVEC inhibit 90.4, H69AR growth 86K 106.8, ERa coact inh -4.3, ERa SRC1 pot 123.3, Mac1 fbg enh 2.0, CYP2C19 activ 1.2, Lung fibro prol 105.3, CYP2C19 inh -15.6 and Mac1 fbg inh -1.3.
Screening O=C(NCCCNc1ccc(C(F)(F)F)cc1[N+](=O)[O-])c1ccc(Cl)cc1 returned Mac1 fbg enh -1.3, CYP2C19 activ 1, CYP2C19 inh 0.9 and Mac1 fbg inh -1.2.
For Cc1cc(NS(=O)(=O)c2cccs2)no1 the results were HUVEC inhibit 93.2, H69AR growth 86K 79.0, ERa coact inh -3.2, ERa SRC1 pot 120.7, Mac1 fbg enh -1.1, CYP2C19 activ 1.1, Lung fibro prol 100.0, CYP2C19 inh -7.4 and Mac1 fbg inh -7.9.
COC(=O)c1cc2oc3ccccc3c2n1Cc1ccccn1 was read as HUVEC inhibit 110.5, H69AR growth 86K 100.6, ERa coact inh 5.7[fluorescence artefact?], ERa SRC1 pot 94.5, Mac1 fbg enh -2.4, CYP2C19 activ 0.3, Lung fibro prol 96.8, CYP2C19 inh 73.4* and Mac1 fbg inh -29.5.
`COc1cccc(N(CC(=O)N2CCc3ccccc3C2)S(C)(=O)=O)c1` gave HUVEC inhibit 88.3, H69AR growth 86K 103.1, ERa coact inh 1.5, ERa SRC1 pot 113.6, Mac1 fbg enh -1.2, CYP2C19 activ 0.7, Lung fibro prol 90.2, CYP2C19 inh 31.3 and Mac1 fbg inh -6.7.
Screening CC(=O)Nc1nnc(SCC(=O)NCCOc2ccccc2)s1 returned HUVEC inhibit 97.0, H69AR growth 86K 102.2, ERa coact inh -1.1, ERa SRC1 pot 132.3, Mac1 fbg enh 2.7, CYP2C19 activ 0.8, Lung fibro prol 101.0, CYP2C19 inh 17.8 and Mac1 fbg inh 3.8.
For Clc1ccc(OCCn2cnc3ccccc32)cc1 the results were Mac1 fbg enh -1.6, CYP2C19 activ 0.2, CYP2C19 inh 83.5* and Mac1 fbg inh -0.4.
For COCCn1c(SCc2cnc(-c3ccccc3)s2)nnc1-c1ccncc1 the results were HUVEC inhibit 108.9, H69AR growth 86K 83.1, ERa coact inh -2.1, ERa SRC1 pot 91.6, Mac1 fbg enh 1.2, CYP2C19 activ 0.2, Lung fibro prol 94.5, CYP2C19 inh 81.8* and Mac1 fbg inh 4.6.
Screening COc1cccc(NC(=O)CN(c2cccc(F)c2)S(C)(=O)=O)c1 returned HUVEC inhibit 98.3, H69AR growth 86K 93.2, ERa coact inh -8.8, ERa SRC1 pot 110.1, Mac1 fbg enh 3.7, CYP2C19 activ 0.7, Lung fibro prol 96.6, CYP2C19 inh 26.3 and Mac1 fbg inh 1.2.
Screening CN1CCN(C2=C(Cl)C(=O)N(CCc3ccccc3)C2=O)CC1 returned HUVEC inhibit 100.3, H69AR growth 86K 60.1, ERa coact inh -26.8, ERa SRC1 pot 108.2, Mac1 fbg enh 3.7, CYP2C19 activ 0.4, Lung fibro prol 96.1, CYP2C19 inh 56.3* and Mac1 fbg inh 1.2.
Screening COC(=O)c1nc2n(n1)C(c1ccc(OC)c(OC)c1)C(C(=O)OC1CCCCC1)=C(C)N2 (stereo not drawn) returned HUVEC inhibit 97.5, H69AR growth 86K 76.3, ERa coact inh -2.1, ERa SRC1 pot 101.4, Mac1 fbg enh -1.6, CYP2C19 activ 0.9, Lung fibro prol 97.9, CYP2C19 inh 10.9 and Mac1 fbg inh -5.7.
`C/C(=N/Nc1nc(C)cc(-c2ccccc2)n1)c1ccco1` gave Mac1 fbg enh -1.2, CYP2C19 activ 0.9, CYP2C19 inh 9.5 and Mac1 fbg inh -4.0.
`O=C(c1cccnc1)N(Cc1ccccc1)c1ccccc1` gave HUVEC inhibit 86.5, H69AR growth 86K 94.6, ERa coact inh -5.2[fluorescence artefact?], ERa SRC1 pot 108.7[fluorescence artefact?], Mac1 fbg enh 0.6, CYP2C19 activ 0.7, Lung fibro prol 88.6, CYP2C19 inh 31.9 and Mac1 fbg inh 8.0.
COc1ccc(C2CC(c3ccccc3)Nc3nc(NC(=O)c4ccco4)nn32)cc1 (stereo not drawn) was read as HUVEC inhibit 104.8, H69AR growth 86K 109.1, ERa coact inh -3.1, ERa SRC1 pot 102.6, Mac1 fbg enh 0.4, CYP2C19 activ 0.8, Lung fibro prol 91.5, CYP2C19 inh 16.9 and Mac1 fbg inh -7.8.
Screening COc1cccc2c1OC1(C)CC2N(C(=O)c2ccco2)C(=S)N1c1ccc(F)cc1 (stereo not drawn) returned HUVEC inhibit 74.8, H69AR growth 86K 60.2, ERa coact inh 1.1, ERa SRC1 pot 103.3, Mac1 fbg enh -2.8, CYP2C19 activ 0.7, Lung fibro prol 98.6, CYP2C19 inh 32.3 and Mac1 fbg inh 12.8.
For O=C(Cn1c(=O)n(CCCC(=O)NC2CCCC2)c(=O)c2ccccc21)NCCC1=CCCCC1 the results were HUVEC inhibit 85.1, H69AR growth 86K 29.1*, ERa coact inh -26.5, ERa SRC1 pot 101.5, Mac1 fbg enh 17.2, CYP2C19 activ 0.8, Lung fibro prol 48.5*, CYP2C19 inh 23.4 and Mac1 fbg inh -43.9.
For CC(=O)Nc1cccc(-c2csc(Nc3cc(C)ccn3)n2)c1 the results were Mac1 fbg enh 7.2, CYP2C19 activ 1, CYP2C19 inh -0.8 and Mac1 fbg inh 27.3.
COc1cccc(-n2nnc3c(=O)n(Cc4ccc(Br)cc4)cnc32)c1 was read as HUVEC inhibit 104.8, H69AR growth 86K 80.8, ERa coact inh 51.9*[fluorescence artefact?], ERa SRC1 pot 353.7*[fluorescence artefact?], Mac1 fbg enh -1.1, CYP2C19 activ 0.9, Lung fibro prol 90.1, CYP2C19 inh 10.9 and Mac1 fbg inh 2.1.
CCCSc1nnc(NC(=O)c2nc(SC)ncc2Cl)s1 was read as HUVEC inhibit 95.7, H69AR growth 86K 96.0, ERa coact inh -6.0, ERa SRC1 pot 96.6, Mac1 fbg enh -0.1, CYP2C19 activ 1.2, Lung fibro prol 95.2, CYP2C19 inh -16.9 and Mac1 fbg inh -32.2.
For Cc1ccc(SCC(=O)NCc2cccnc2)cc1 the results were HUVEC inhibit 89.8, H69AR growth 86K 97.3, ERa coact inh -5.3, ERa SRC1 pot 86.1, Mac1 fbg enh -1.5, CYP2C19 activ 0.8, Lung fibro prol 105.0, CYP2C19 inh 18.5 and Mac1 fbg inh 2.9.
For CSc1nnc(C)c(=O)[nH]1 the results were HUVEC inhibit 103.3, H69AR growth 86K 105.9, ERa coact inh -10.2, ERa SRC1 pot 108.2 and Lung fibro prol 102.1.
`CCOCCCNC(=O)CC1Oc2ccc(C)cc2NC1=O` (stereo not drawn) gave HUVEC inhibit 114.6, H69AR growth 86K 90.8, ERa coact inh -4.0, ERa SRC1 pot 195.2, Mac1 fbg enh -5.0, CYP2C19 activ 0.9, Lung fibro prol 99.4, CYP2C19 inh 13.3 and Mac1 fbg inh -3.5.
Cc1ccnc(NC(=O)CCCOc2cc(=O)n(C)c3ccccc23)c1 was read as Mac1 fbg enh -1.2, CYP2C19 activ 1, CYP2C19 inh 0.9 and Mac1 fbg inh -2.1.
Screening Cc1n[nH]c(C)c1S(=O)(=O)Nc1ccc2c(c1)OCCO2 returned HUVEC inhibit 104.3, H69AR growth 86K 97.6, ERa coact inh 2.5, ERa SRC1 pot 115.7 and Lung fibro prol 102.5.
`Cc1cc(NC(=O)CCC2COc3ccccc3O2)no1` (stereo not drawn) gave HUVEC inhibit 103.3, H69AR growth 86K 98.7, ERa coact inh -1.7, ERa SRC1 pot 103.0, Mac1 fbg enh -1.7, CYP2C19 activ 0.8, Lung fibro prol 102.7, CYP2C19 inh 23.1 and Mac1 fbg inh 3.8.
`CCOC(=O)C1=C(CSc2n[nH]c(N)n2)NC(=O)NC1C` (stereo not drawn) gave HUVEC inhibit 91.9, H69AR growth 86K 85.2, ERa coact inh 5.0, ERa SRC1 pot 97.5, Mac1 fbg enh -1.2, CYP2C19 activ 1, Lung fibro prol 94.3, CYP2C19 inh 4.3 and Mac1 fbg inh -6.2.
CC(C)(O)C#Cc1ccc(C(=O)N2CCN(C(=O)c3ccco3)CC2)cc1 was read as HUVEC inhibit 97.3, H69AR growth 86K 94.5, ERa coact inh 12.5, ERa SRC1 pot 98.7, Mac1 fbg enh 1.8, CYP2C19 activ 0.7, Lung fibro prol 101.5, CYP2C19 inh 34.6 and Mac1 fbg inh -7.8.
For Cc1cc(=O)oc(C)c1C(=O)NCC1CCCO1 (stereo not drawn) the results were HUVEC inhibit 98.2, H69AR growth 86K 99.4, ERa coact inh -6.5, ERa SRC1 pot 109.4, Mac1 fbg enh -1.6, CYP2C19 activ 1.1, Lung fibro prol 96.4, CYP2C19 inh -12.6 and Mac1 fbg inh -9.5.
For CC(C)(C)c1nnc2sc(SCCN3C(=O)c4ccccc4C3=O)nn2c1=O the results were HUVEC inhibit 97.4, H69AR growth 86K 77.5, ERa coact inh -4.3, ERa SRC1 pot 102.2, Mac1 fbg enh 2.7, CYP2C19 activ 0.8, Lung fibro prol 97.6, CYP2C19 inh 21.9 and Mac1 fbg inh -0.4.

Random excerpt: 2 records from the list.
Cc1ccnc(NC(=O)CCCOc2cc(=O)n(C)c3ccccc23)c1 was read as Mac1 fbg enh -1.2, CYP2C19 activ 1, CYP2C19 inh 0.9 and Mac1 fbg inh -2.1.
Screening Cc1n[nH]c(C)c1S(=O)(=O)Nc1ccc2c(c1)OCCO2 returned HUVEC inhibit 104.3, H69AR growth 86K 97.6, ERa coact inh 2.5, ERa SRC1 pot 115.7 and Lung fibro prol 102.5.
